Screens (PubChem)
Y pestis TopoI: Y. pestis Topo-I inhibition via cleavage products; activity, % at 10 µM; AID 504884; Y. pestis Topo-I cleavage product accumulation, plate reader; 0.064% of 360,000 active; in the data active means activity above about 50%, passing the limit was not always enough; further: inactives centre near 2
CCHFV vOTU inh: CCHFV vOTU protease inhibition; Pep-AMC fluorescence; inhibition, % at 11.5 µM; 0.55% of 370,000 active; AID 651958; in the data active means inhibition above about 30%; further: 0% = vehicle wells with enzyme and 100% = no enzyme wells
Vc quorum ag: inducers of Vibrio cholerae quorum light production without autoinducers | V. cholerae BH1578 lux reporter, luminescence, 6 h | 0.16% of 350,000 active | AID 588436 | activation, % at 18.7 µM; in the data active means activation mostly above about 9.7%, no sharp cut-off; further: not every result past the cut was called active; inactives centre near 0; reference of the scale not given here
PfHsp40 rescue: rescue of PfHsp40-mediated yeast toxicity; S. cerevisiae expressing PfHsp40, growth rescue, ATP luminescence; growth rescue, % at 12.5 µM; 0.68% of 340,000 active; in the data active means growth rescue above about 28%, passing the limit was not always enough;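 further: yeast W303a lacking pdr1 and pdr3 grown in galactose medium; growth measured after three days at 30 °C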
Anthrax LF prot: blocks Bacillus anthracis lethal factor protease. 0.12% of 360,000 active. AID 588501. inhibition, % at 10 µM. multiplex microsphere protease cleavage assay, LF. P15917; further: plate controls were buffer without enzyme for full effect and enzyme alone for no effect
Target sequence (P15917 whole entry, looked up): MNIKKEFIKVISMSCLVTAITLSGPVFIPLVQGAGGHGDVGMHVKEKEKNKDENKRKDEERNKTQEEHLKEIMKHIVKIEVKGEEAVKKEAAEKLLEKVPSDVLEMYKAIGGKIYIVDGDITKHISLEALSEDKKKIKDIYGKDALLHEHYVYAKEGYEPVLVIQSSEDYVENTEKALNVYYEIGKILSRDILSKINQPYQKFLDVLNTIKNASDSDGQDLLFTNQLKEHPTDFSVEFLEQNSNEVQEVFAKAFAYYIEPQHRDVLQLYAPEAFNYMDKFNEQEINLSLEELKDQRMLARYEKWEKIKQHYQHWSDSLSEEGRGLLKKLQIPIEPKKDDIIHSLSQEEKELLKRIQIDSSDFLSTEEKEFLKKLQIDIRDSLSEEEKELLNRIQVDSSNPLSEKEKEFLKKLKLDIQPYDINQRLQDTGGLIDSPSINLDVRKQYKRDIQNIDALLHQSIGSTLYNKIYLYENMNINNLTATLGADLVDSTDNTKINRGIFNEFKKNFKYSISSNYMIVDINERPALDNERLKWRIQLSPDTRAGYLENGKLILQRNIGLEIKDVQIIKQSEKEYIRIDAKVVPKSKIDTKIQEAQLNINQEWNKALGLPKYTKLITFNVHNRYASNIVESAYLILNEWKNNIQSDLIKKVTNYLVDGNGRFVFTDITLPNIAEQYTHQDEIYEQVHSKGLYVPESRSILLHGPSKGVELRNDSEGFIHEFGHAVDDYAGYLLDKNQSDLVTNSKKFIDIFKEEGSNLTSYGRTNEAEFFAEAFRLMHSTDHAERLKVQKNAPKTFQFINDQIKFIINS
BoNT-A LC inh2: BoNT A light chain protease inhibition; inhibition, % at 10 µM; AID 588499; multiplex microsphere protease substrate cleavage, flow cytometry; 0.17% of 360,000 active; further: plate controls were buffer without enzyme for full effect and enzyme alone for no effect
3CLpro inhibitor: SARS-CoV 3CLpro protease inhibition. P0C6X7. recombinant SARS-CoV 3CLpro, quenched FRET peptide cleavage. inhibition, % at 6 µM. 0.14% of 290,000 active; in the data active means inhibition above about 12%
DUSP3 inh: DUSP3 (human) phosphatase inhibition; inhibition, % at 13.3 µM; P51452; AID 1654; recombinant VHR phosphatase, pNPP absorbance; 0.52% of 290,000 active; in the data active means inhibition above about 50%; further: some compounds called inactive have numbers as strong as hits
Target sequence (P51452 whole entry, looked up): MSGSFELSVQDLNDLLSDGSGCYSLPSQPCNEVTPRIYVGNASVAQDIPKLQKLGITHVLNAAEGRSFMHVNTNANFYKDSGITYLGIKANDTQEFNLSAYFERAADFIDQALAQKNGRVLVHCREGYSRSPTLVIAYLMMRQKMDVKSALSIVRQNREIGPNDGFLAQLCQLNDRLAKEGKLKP
TcdB GH inh: TcdB glycohydrolase inhibition; P18177; TcdB glycohydrolase enzymatic assay, plate reader; inhibition, % at 9.99 µM; 0.24% of 350,000 active; in the data active means inhibition above about 10%
SSB-PriA inh: inhibitors of Klebsiella pneumoniae PriA binding to SSB C-terminal tail; 0.6% of 430,000 active; AID 1272365; AlphaScreen SSBct-PriA binding, biotinylated peptide; inhibition, % at 33 µM; in the data active means inhibition mostly above about 37%, no sharp cut-off; inactive means mostly below about 20%;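 further: plate controls were negative control peptide for no effect and reference peptide for full effect; strong numbers were not always called active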
Starred values were filed as active, the others as inactive; i = inactive; · = not tested or not shown. Unless noted, no stated cut-off is given here; in the data, active means inhibition above about 30%; inconclusive means no clear call, values can overlap the other calls; inactive means below that. This is a subset; count on the stated rates, not on these rows.

SMILES	Y pestis TopoI	CCHFV vOTU inh	Vc quorum ag	PfHsp40 rescue	Anthrax LF prot	BoNT-A LC inh2	3CLpro inhibitor	DUSP3 inh	TcdB GH inh	SSB-PriA inh
CCOC(=O)c1c(NC(=O)Cn2nnc(-c3ccc(Cl)cc3)n2)sc(C)c1C	4	3	4.0	0.0	·	·	0	24	·	-1
CCCCNC(=O)N1CCN(C(=O)C2CCCO2)CC1 (stereo not given)	-12	-13	-0.5	0.0	-1	-0.2	-1	16	-1.2	-5
CCOC(=O)c1ccc(Nc2sc(C(=O)c3cccc([N+](=O)[O-])c3)c(N)c2C#N)cc1	-7	-13	-0.9	25	-5	-5.9	-1	22	0.9	-9
COc1ccc(CC(=O)Nc2nc(C)cs2)cc1OC	2	3	·	1.6	0	0.0	0	17	·	2
Cc1cc(C)c(NC(=O)C2=CCN(S(=O)(=O)c3ccc(F)cc3)CC2)c(C)c1	1	-1	-0.6	0.2	2	-0.6	4	-11	-2.9	-6
NC1=NC[C@H](Cc2ccccc2)N1CCc1cc(C(F)(F)F)cc(C(F)(F)F)c1	1	6	0.8	0.5	-2	0.7	·	15	0.7	-6
Cc1nc(SC2CC(=O)N(c3cc(Cl)cc(Cl)c3)C2=O)nc2c1CCCC2 (stereo not given)	-2	18	i	-0.7	-2	-0.8	2	-10	·	-10
CCCCc1nccn1CCn1ccnc1CCCC	4	4	-0.2	-0.2	-21	0.5	-9	17	·	-14
CCCCn1nc(C(=O)NC2CCCCCC2)c2ccccc2c1=O	-1	-17	i	0.4	-3	-0.1	·	·	-4.9	-3
CCc1ccc(C(O)(c2ccccc2OC)C(CN2CCOCC2)c2ccccc2)cc1 (stereo not given)	12	6	-0.3	-1.5	-3	-0.2	4	11	0.6	13
Cc1ccc(-c2cc3onc(-c4ccccc4)c3c(=O)n2C)cc1	7	-6	-0.6	-1.1	2	-0.1	·	·	-0.1	11
CC1=C(C(=O)N(C(C)C)C(C)C)CC(CC(=O)NCc2cccc3ccccc23)C(=O)N1Cc1ccc(C(C)(C)C)cc1 (stereo not given)	·	33*	·	·	0	-0.5	·	·	0.4	·
CCOc1ccc(/C=N/NC(=O)C(=O)NCc2ccco2)cc1	0	10	-0.7	0.2	3	0.2	3	22	-0.2	·
O=C(O)c1ccccc1C(=O)Nc1ccccc1[N+](=O)[O-]	9	7	-0.3	0.4	-11	0.5	1	-10	0.4	-3
CCN(CC)S(=O)(=O)c1ccc(OC)c(NC(=O)c2ccc([N+](=O)[O-])cc2)c1	3	3	-0.2	-0.4	0	1.5	8	2	1.5	0
C=CCNc1cccc(Br)c1	2	18	i	-0.5	2	-0.8	·	·	-2.6	-16
COc1ccc(C(=O)Nc2ccc(S(=O)(=O)Nc3ncccn3)cc2)cc1OC	-3	7	i	-0.6	-9	1.4	2	47	-0.3	-7
CC(=O)Nc1ccc(NC(=O)CCCN2C(=O)c3ccccc3C2=O)cc1	10	-18	-0.5	-0.8	-1	-0.4	2	18	2.2	6
Cc1cccc(C(C)C)c1NC(=O)COC(=O)COc1ccc2c(C)cc(=O)oc2c1	-3	4	2.0	0.6	1	-0.2	-5	28	·	8
COc1cc(C(=O)Oc2ccccc2/C=N/NC(=O)c2ccc(C)cc2)cc(OC)c1OC	24	14	i	0.9	-4	-0.1	-2	10	·	·
CC(=O)c1nnn(-c2cccc([N+](=O)[O-])c2)c1C	-1	-4	i	-0.9	-3	-0.6	0	4	0.8	-2
COc1ccc(-c2cn3cccc(C)c3n2)cc1F	-1	-6	-2.3	-0.4	0	-0.6	-7	-7	2.0	-2
O=c1cc(-c2ccccc2)[nH]n2cnnc12	0	-5	-0.1	·	6	-3.7	-6	·	-0.8	-4
N=c1oc2ccccc2cc1-c1nc2ccccc2c(=O)[nH]1	1	6	-0.3	-0.5	-3	0.5	3	27	0.5	4
COc1ccc(NC(=O)CN2CCN(c3ccc(F)cc3)CC2)cc1Cl	1	1	i	-0.6	-6	-1.5	1	18	·	-11
C[C@@H]1CN([C@H](C)CO)C(=O)c2c(c3ccccc3n2C)-c2ccccc2CO[C@H]1CN(C)Cc1ccc(C(F)(F)F)cc1	40	21	i	·	-6	-0.6	·	·	1.9	·
COc1ccc(NC(=O)C2=CC(c3ccc(C)cc3)=NS(=O)(=O)N2C)cc1OC	4	21	-0.1	-1.1	3	0.2	-4	-2	-0.4	32
O=C(CSc1nnc(COc2ccccc2F)n1-c1ccccc1)NCc1ccco1	10	20	8.3	0.6	3	0.2	1	13	·	-12
Cc1ccccc1NC(=S)NCC(c1cccnc1)N1CCOCC1 (stereo not given)	1	-10	-0.8	0.5	-1	-0.5	-2	-8	0.7	6
CCOC(=O)CSc1nnc(COc2ccc3ccccc3c2)o1	4	16	-0.7	-0.9	-6	1.1	2	24	1.8	-15
O=C(NC(=S)Nc1cc(Cl)ccc1N1CCOCC1)c1ccccc1[N+](=O)[O-]	-7	-5	-1.5	3.4	-3	2.0	3	14	-3.2	13
CC(=O)OCCCn1c(C)[n+](C)c2cc(Cl)c(Cl)cc21	5	-15	0.3	-0.7	2	1.0	-4	8	1.1	-16
CC1CCN(S(=O)(=O)c2cn(C)c(=O)n(C)c2=O)CC1	0	-1	-0.2	-0.4	-6	-0.4	2	15	-1.2	-3
Cn1c(SCC(=O)Nc2ccc3c(c2)OCO3)nnc1-c1cnccn1	-4	-7	-0.5	1.2	-1	-0.4	-4	-11	·	-20
Cc1cc(C(=O)CN2C(=O)NC(C)(c3ccc(F)c(F)c3)C2=O)c(C)n1C1CC1 (stereo not given)	22	6	-0.2	·	-10	0.0	·	·	0.0	·
CCC(C)OC(=O)C1=C(C)O[C@]23OC(N)=C(C#N)[C@]12C(=O)c1ccccc13 (stereo not given in full)	11	5	2.9	-0.8	-2	-0.7	2	-9	·	1
COc1ccc(C(=O)C2CCN(C(=S)NCCc3ccc(OC)c(OC)c3)CC2)cc1	-4	6	-0.3	5.2	-2	-0.3	4	-4	0.8	7
CCOC(=O)CCNCc1ccc(F)cc1	1	-18	-0.3	0.4	0	-0.3	-9	-1	1.2	-7
CCOC(=O)N1N=C(CC)CC1(O)C(F)(F)F (stereo not given)	1	11	·	-0.7	0	0.9	2	-9	·	-1
COc1ccc(C(=O)N2CCc3cc(OC)c(OC)cc3C2c2cccc([N+](=O)[O-])c2)cc1OC (stereo not given)	-2	8	-0.5	-0.2	-6	-0.1	-2	0	·	4
CC(=O)N1CCN(Cc2nc3cc(NS(C)(=O)=O)ccc3n2C)CC1	-7	-9	-1.0	-1.7	0	-0.1	1	-11	·	-1
CC(NC(=O)c1ccccc1)c1ccc(Br)cc1 (stereo not given)	-10	3	-0.1	-0.8	2	-0.2	-3	-30	1.1	-14
COC(=O)[C@@H](NC(=O)NCc1cccc(OC)c1)C(C)C	-3	4	i	2.0	2	1.2	-1	-5	·	-1
C=CCNC(=O)/C(C#N)=C/c1ccccc1Cl	7	1	-0.4	-1.1	-7	-2.2	5	17	1.7	0
COc1ccc(NS(=O)(=O)c2ccc(-c3coc(C)n3)cc2)cc1	-5	-14	i	-1.0	0	-0.1	8	-2	1.8	-4
O=[N+]([O-])c1cccc(/C=N/Nc2ncc(Br)cn2)c1	-3	-5	-0.6	0.1	12	-0.1	-2	16	1.4	·
CNC(=S)N/N=C1\CC(c2ccccc2)Oc2ccccc21 (stereo not given)	12	-9	-1.3	16	-2	-0.5	4	13	0.6	·
CCOc1ccccc1NC(=O)CN1CCc2ccccc2C1	3	15	-2.0	0.0	6	-0.3	-2	-9	1.5	-9
CN1C(=O)[C@H]2[C@@H](C3CC3)N3C(=O)CN(Cc4ccccc4)C(=O)[C@@]3(C)[C@H]2C1=O	-12	10	-0.6	-1.3	-1	0.1	-2	1	0.4	3
CN(Cc1ccccc1)C(=O)C(=O)c1c[nH]c2ccccc12	2	7	i	·	-6	-0.3	·	·	0.8	·
O=C(CN1C(=O)c2cccnc2Oc2ccc(Cl)cc21)Nc1ccccc1F	0	-9	-0.3	0.1	-3	-0.4	7	25	1.8	-9
Cc1cc(=O)[nH]c(SCCOc2ccc(OC(C)C)cc2)n1	-9	2	i	2.6	5	-0.5	4	-1	·	-10
COc1ccc(N=C(c2ccccc2)c2c(C)[nH]n(-c3ccccc3)c2=O)c(OC)c1	9	5	-1.3	-0.2	0	0.3	6	21	0.8	23
COc1ccc(NC(=O)C(CCSC)NC(N)=O)cc1NS(=O)(=O)c1ccc(F)cc1 (stereo not given)	-1	-5	-0.4	-1.2	-2	-0.6	-3	21	·	-8
CC(C)(C)OC(=O)NCCCCCNC(=O)c1[nH]cnc1C(=O)NC1CCN(C(=O)OC(C)(C)C)CC1	26	14	-0.4	0.9	2	0.3	·	·	2.0	10
O=C(Nc1ccc(Br)cc1F)C1CC(=O)N(C2CCCCC2)C1 (stereo not given)	8	-2	-4.3	5.9	-3	3.4	4	0	-0.1	-1
Cc1noc(C)c1COc1ccccc1C(=O)N1CCN(c2cccc(C(F)(F)F)c2)CC1	14	19	-0.2	-1.0	-1	0.3	·	·	-1.5	-13
CC(=O)N1CCCC(C)(C(=O)Nc2ccc3nc(C)ccc3c2)C1 (stereo not given)	-7	-12	i	·	4	0.3	·	·	-0.4	·
CCCn1c(N)c(C(=O)CSc2nc3ccccc3s2)c(=O)[nH]c1=O	5	-13	i	-1.1	-7	-0.5	-1	19	1.5	4

Molecules above containing a nitro group on carbon (seven):
SMILES	Y pestis TopoI	CCHFV vOTU inh	Vc quorum ag	PfHsp40 rescue	Anthrax LF prot	BoNT-A LC inh2	3CLpro inhibitor	DUSP3 inh	TcdB GH inh	SSB-PriA inh
CCOC(=O)c1ccc(Nc2sc(C(=O)c3cccc([N+](=O)[O-])c3)c(N)c2C#N)cc1	-7	-13	-0.9	25	-5	-5.9	-1	22	0.9	-9
O=C(O)c1ccccc1C(=O)Nc1ccccc1[N+](=O)[O-]	9	7	-0.3	0.4	-11	0.5	1	-10	0.4	-3
CCN(CC)S(=O)(=O)c1ccc(OC)c(NC(=O)c2ccc([N+](=O)[O-])cc2)c1	3	3	-0.2	-0.4	0	1.5	8	2	1.5	0
CC(=O)c1nnn(-c2cccc([N+](=O)[O-])c2)c1C	-1	-4	i	-0.9	-3	-0.6	0	4	0.8	-2
O=C(NC(=S)Nc1cc(Cl)ccc1N1CCOCC1)c1ccccc1[N+](=O)[O-]	-7	-5	-1.5	3.4	-3	2.0	3	14	-3.2	13
COc1ccc(C(=O)N2CCc3cc(OC)c(OC)cc3C2c2cccc([N+](=O)[O-])c2)cc1OC (stereo not given)	-2	8	-0.5	-0.2	-6	-0.1	-2	0	·	4
O=[N+]([O-])c1cccc(/C=N/Nc2ncc(Br)cn2)c1	-3	-5	-0.6	0.1	12	-0.1	-2	16	1.4	·
